Measles CPE – protection of cells from measles virus | Measles virus-infected cells, CPE protection, absorbance | protection (pct of control), % at 4 µM | 140,000 tested, 1.5% active; in the data active means protection mostly above about 24%, no sharp cut-off; inactive means mostly below about 26%; further: some compounds called inactive have numbers as strong as hits
Yeast life ext – yeast lifespan extension. 130,000 tested, 0.68% active. inhibition of the nicotinamide effect, % at 10 µM. S. cerevisiae growth with nicotinamide, OD615; deaD strain in restrictive glucose medium;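 active means inhibition above a set limit, placed 3 SD over the median of all compounds, cut at about 26% in these data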;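 further: 0% = nicotinamide-treated wells and 100% = cells grown without nicotinamide; some compounds called inactive have numbers as strong as hits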
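System: DeaD-strain S. cerevisiae / Buffer or medium: CSMM-D, restrictive glucose (dextrose) synthetic minimal medium / Probe or stimulus: nicotinamide, 1.5 mM, co-present with compound / Compound: one concentration, 10 µM, DMSO 0.25% / Incubation: 48 h compound exposure at 30 °C, humidified / Technique: optical density (absorbance) at 615 nm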
bCat KO growth – beta-catenin-lacking colon tumor cell growth suppression; HCT116 beta-catenin knockout viability, CellTiter-Glo, 60 h; hits give low values; 140,000 tested, 1.5% active; viability, % at 10 µM; AID 818;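 active means viability at or under a set limit, the compound median less 4 SD, cut at about 6% in these data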;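 further: 0% = Hyamine 1622 control at 20 µM and 100% = untreated cell control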
PTEN del growth – suppresses growth of cells with PTEN deletion | HCT116 PTEN-null viability, CellTiter-Glo, 60 h; hits give low values | viability, % at 10 µM | 140,000 tested, 1.2% active | AID 827;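 active means viability at or below a set limit, 4 SD under the median of all tested compounds, cut at about 3.7% in these data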;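 further: PTEN knockout HCT116 line with beta catenin targeted HCT116 as companion control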
MRP1 act – activators of MRP-1; H69AR cells + doxorubicin, viability rescue, CellTiter-Glo; viability increase, % at 10 µM; 140,000 tested, 0.61% active; AID 799;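 active means viability gain under doxorubicin at or above a set limit, the compound median plus 3 SD, cut at about 4.7% in these data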;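 further: MRP-1 overexpressing cells given doxorubicin 25 µM after compound pretreatment; 18-22 h compound pretreatment then 72 h with doxorubicin before readout; 0% = doxorubicin-only wells and 100% = vehicle-treated cells without doxorubicin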
Phagocyt inh – macrophage phagocytosis inhibition | inhibition, % at 5 µM | AID 1029 | 110,000 tested, 0.07% active | J774A.1 macrophage IgG-bead phagocytosis, imaging;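 active means inhibition above the mean of the plate negative controls plus 5 SD, cut at about 13% in these data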;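 further: phagocytic index as fraction of beads internalized from green versus red external bead signal; plate controls were DMSO negative control for no effect and cytochalasin-D positive control for full effect; some results beyond the cut were filed as inactive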
NPY-Y2 antag – NPY-Y2 (human) receptor antagonism; NPY-Y2 expressing cells, antagonist mode; inhibition, % at 2.7 µM; 140,000 tested, 0.99% active; AID 793; in the data active means inhibition above about 17%;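 further: 0% = vehicle with agonist challenge and 100% = reference antagonist with challenge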
Target sequence (P49146 whole entry, looked up): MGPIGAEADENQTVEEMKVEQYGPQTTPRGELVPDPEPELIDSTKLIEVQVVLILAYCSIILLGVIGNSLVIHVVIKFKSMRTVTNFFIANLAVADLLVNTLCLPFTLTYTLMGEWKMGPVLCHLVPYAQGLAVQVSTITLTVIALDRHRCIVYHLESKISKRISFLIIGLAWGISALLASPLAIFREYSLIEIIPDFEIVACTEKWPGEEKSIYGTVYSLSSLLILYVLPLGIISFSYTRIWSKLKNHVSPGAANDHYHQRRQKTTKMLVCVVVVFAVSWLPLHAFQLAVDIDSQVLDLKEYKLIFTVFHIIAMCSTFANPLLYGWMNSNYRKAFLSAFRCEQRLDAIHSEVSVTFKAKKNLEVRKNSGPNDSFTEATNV
GALR2 antag – antagonists of human galanin receptor 2 (GALR2). O43603. 140,000 tested, 0.39% active. inhibition, % at 4 µM. GALR2-expressing cells, antagonist mode. AID 828; in the data active means inhibition above about 27%;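 further: cells stimulated with galanin 1-16 at roughly its EC80; 0% = agonist challenge control and 100% = basal control without agonist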
Target sequence (O43603 whole entry, looked up): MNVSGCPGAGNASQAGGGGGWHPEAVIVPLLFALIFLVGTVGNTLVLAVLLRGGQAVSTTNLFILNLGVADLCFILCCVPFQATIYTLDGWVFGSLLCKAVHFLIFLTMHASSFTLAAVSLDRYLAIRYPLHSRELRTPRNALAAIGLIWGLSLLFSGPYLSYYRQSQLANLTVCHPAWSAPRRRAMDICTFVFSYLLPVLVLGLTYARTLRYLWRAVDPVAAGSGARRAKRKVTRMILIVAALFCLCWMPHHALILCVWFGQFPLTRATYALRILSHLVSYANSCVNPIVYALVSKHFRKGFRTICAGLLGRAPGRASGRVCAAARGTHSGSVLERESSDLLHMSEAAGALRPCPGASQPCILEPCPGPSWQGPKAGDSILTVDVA
BB579 growth dn – yeast BB579 growth reduction in restrictive medium; S. cerevisiae BB579 growth, OD615, 48 h; AID 804; inhibition, % at 10 µM; 140,000 tested, 0.51% active;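 active means inhibition above a set limit, 3 SD over the mean compound inhibition, cut at about 44% in these data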; further: inactives centre near -24
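Test system: S. cerevisiae DeaD strain BB579 yeast; Medium: restrictive CSMM-D medium; Compound: one dose, 10 µM compound with 0.25% DMSO; Incubation: 4 h cell preincubation, 48 h compound exposure, 30 °C humidified; Signal: OD at 615 nm; Benchmarks: amphotericin B at 10 µg/mL as positive control.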
E-sel TNF inh – TNF alpha driven E-selectin expression inhibition. 120,000 tested, 0.71% active. inhibition, % at 2 µM. HUVEC TNFa-induced E-selectin immunofluorescence, high content;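 active means inhibition above the batch mean plus 3 SD, and confirmed as a hit on visual image review, cut at about 43% in these data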;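 further: 0% = TNF-stimulated DMSO wells and 100% = unstimulated control wells; not every result past the cut was called active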
Starred values were filed as active, the others as inactive; nt = no result given.

SMILES | Measles CPE | Yeast life ext | bCat KO growth | PTEN del growth | MRP1 act | Phagocyt inh | NPY-Y2 antag | GALR2 antag | BB579 growth dn | E-sel TNF inh
Cc1nc2ccc(S(=O)(=O)NC(C(=O)N3CCCC3)C(C)C)cc2s1 (stereo not given) | 2 | 1 | 90 | 97 | -3.4 | nt | 4 | -7 | -21 | nt
Cc1ccc2nc(NC(=O)c3ccc(Cn4cc(Cl)cn4)o3)sc2c1 | 7 | -15 | 98 | 87 | 1.9 | nt | -3 | 8 | -3 | -3
CSc1nnc(-c2ccccc2N=Cc2c(C)[nH]n(-c3ccccc3)c2=O)c(=O)[nH]1 | 20 | -5 | 93 | 103 | -0.8 | nt | 1 | 6 | -24 | 19
CCOc1cccc(-c2nnc3sc(COc4ccc(Cl)cc4)nn23)c1 | 12 | -2 | 99 | 100 | 0.1 | 0 | 4 | 4 | -57 | 8
Cc1ccc(F)cc1NC(=O)Cc1nn(C)c(=O)c2ccccc12 | 5 | -8 | 47 | 58 | -0.7 | nt | 4 | 39* | -18 | -15
O=C(COC(=O)c1ccc2c(c1)OCCO2)Nc1cc(Cl)ccc1Cl | 0 | -3 | 88 | 87 | -1.2 | 0 | 12 | -11 | -43 | -4
Cc1ccc(NC(=O)C(c2ccccc2)C2CCCC2)cc1 (stereo not given) | 10 | 2 | 66 | 59 | 0.7 | -12 | 5 | -4 | -27 | nt
COc1ccccc1NC(=S)NNC(=O)c1ccccc1Br | 19 | -1 | 92 | 90 | -1.4 | -3 | 1 | 14 | -36 | nt
O=C(CCCOc1ccccc1)N1CCN(S(=O)(=O)c2cccs2)CC1 | 16 | -13 | 99 | 89 | -2.9 | 1 | 3 | 9 | -10 | 0
Cc1cccc(/C=N\Nc2nnc(-c3ccccc3)c(=O)[nH]2)c1 | 16 | 7 | 97 | 96 | -4.3 | -1 | 13 | 11 | -36 | -1
COC(=O)CC1COc2ccccc2N1C(=O)c1ccc(Cl)cc1 (stereo not given) | 2 | -5 | 100 | 103 | -2.6 | nt | 4 | 1 | -32 | 12
CN(C)S(=O)(=O)c1ccc(Oc2ccccc2)cc1 | 8 | 4 | 93 | 100 | -1.2 | -1 | 7 | 0 | -47 | 4
CCOC(=O)Cc1cc(=O)n2[nH]c(-c3ccccc3)cc2n1 | 23 | nt | 91 | 92 | 0.1 | nt | -3 | 3 | -6 | 13
C=CCNc1nc(Nc2ccc(OC)cc2)nc(OC)n1 | 16 | -6 | 95 | 94 | 0.5 | 0 | 2 | 3 | 2 | 25
O=C1c2cccc(OCc3ccc(F)cc3)c2CCN1Cc1ccc(F)cc1 | 5 | -1 | 98 | 109 | 5.6* | -4 | 10 | 4 | -30 | -10
CCc1ccc2[nH]c(=O)c(C(c3nnnn3Cc3ccco3)N3CCC(C)CC3)cc2c1 (stereo not given) | 1 | 7 | 77 | 71 | -0.5 | -2 | 5 | -1 | 8 | 9
CCOc1ccccc1NC(=S)N1C2CCC1CC(NC(=O)NC13CC4CC(CC(C4)C1)C3)C2 (stereo not given) | 3 | -11 | 94 | 82 | -1.2 | nt | 1 | -10 | -42 | 39
O=C(NC(=S)N1CCN(c2ccc(Cl)cc2[N+](=O)[O-])CC1)c1cccs1 | 10 | 23 | 47 | 54 | -4.5 | -5 | 3 | -6 | -10 | -7
Cc1cccc(NC(=O)Nc2cccc(C)n2)n1 | 4 | -8 | 88 | 90 | -3.3 | 0 | 4 | 2 | -16 | 12
CC1(C)Cc2nc3oc4c(=S)nc[nH]c4c3cc2CO1 | 2 | -5 | 86 | 89 | -3.9 | -1 | 1 | 8 | -42 | nt

Entries of single compounds from above. Values in the order: Measles CPE | Yeast life ext | bCat KO growth | PTEN del growth | MRP1 act | Phagocyt inh | NPY-Y2 antag | GALR2 antag | BB579 growth dn | E-sel TNF inh
Cc1cccc(/C=N\Nc2nnc(-c3ccccc3)c(=O)[nH]2)c1 in the list: 16 | 7 | 97 | 96 | -4.3 | -1 | 13 | 11 | -36 | -1
COC(=O)CC1COc2ccccc2N1C(=O)c1ccc(Cl)cc1 (stereo not given) in the list: 2 | -5 | 100 | 103 | -2.6 | nt | 4 | 1 | -32 | 12
Cc1ccc(NC(=O)C(c2ccccc2)C2CCCC2)cc1 (stereo not given) in the list: 10 | 2 | 66 | 59 | 0.7 | -12 | 5 | -4 | -27 | nt
O=C(CCCOc1ccccc1)N1CCN(S(=O)(=O)c2cccs2)CC1 in the list: 16 | -13 | 99 | 89 | -2.9 | 1 | 3 | 9 | -10 | 0
COc1ccccc1NC(=S)NNC(=O)c1ccccc1Br in the list: 19 | -1 | 92 | 90 | -1.4 | -3 | 1 | 14 | -36 | nt

Remaining list, next part
SMILES | Measles CPE | Yeast life ext | bCat KO growth | PTEN del growth | MRP1 act | Phagocyt inh | NPY-Y2 antag | GALR2 antag | BB579 growth dn | E-sel TNF inh
c1cncc(N=c2scc(-c3cccc4ccccc34)n2CCCn2ccnc2)c1 | 4 | 2 | 59 | 58 | -3.6 | nt | 11 | -6 | -9 | nt
N#Cc1c(NC(=O)C2CCCO2)sc2c1CCCCCC2 (stereo not given) | 16 | -1 | 95 | 87 | -0.5 | -2 | 4 | -4 | -35 | nt
N#CCCN(Cc1cccnc1)C(=O)Nc1ccccc1 | 9 | -6 | 95 | 106 | 0.6 | 2 | -2 | -6 | 15 | -61
Cc1cccc(CN2CCc3c(OCC(=O)NCc4ccco4)cccc3C2=O)c1 | 4 | 1 | 86 | 78 | -2.5 | -5 | 3 | -1 | -9 | -1
COc1cccc(CNCCNC(=O)c2nonc2N)c1 | 9 | -9 | 99 | 92 | -3.6 | -2 | 2 | -2 | 6 | -10
COc1ccccc1OCCSc1nc2ccc([N+](=O)[O-])cc2s1 | 13 | -5 | 91 | 90 | -1.8 | -9 | 8 | 3 | -44 | -27
COc1ccc(S(=O)(=O)N(C)c2ccc(C(=O)N3CCOCC3)cc2)cc1 | 10 | -8 | 95 | 100 | -0.8 | -1 | 4 | -7 | -6 | -18
COCCCN(CCCN)Cc1ccco1 | 10 | 0 | 96 | 93 | -2.5 | 1 | 2 | 7 | -19 | -24
C=CCN(CC(=O)NCc1ccc(OC)cc1)C(=O)c1csnn1 | 9 | 5 | 99 | 100 | -0.2 | -2 | 0 | 10 | -32 | -4
COc1ccc(CCn2c(-c3cc([N+](=O)[O-])cc([N+](=O)[O-])c3)nc3nc4ccccc4nc32)cc1OC | 3 | 3 | 72 | 78 | -1.2 | -4 | 0 | -5 | -9 | 7
Oc1[nH]c2ccccc2c1/C=N/c1nccs1 | 24 | -9 | 98 | 95 | -5.9 | nt | 0 | 7 | -28 | -33
Clc1cc(Br)ccc1OCCn1ccnc1 | 2 | -10 | 103 | 88 | -3.9 | 0 | 3 | -6 | -21 | 5
Cn1c(SCc2ccccn2)nnc1-c1ccncc1 | 5 | -4 | 105 | 98 | -0.1 | -1 | 2 | 8 | -58 | -19
CSc1cccc(NC(=O)CN(C)S(=O)(=O)c2ccc(C)cc2)c1 | 6 | -5 | 93 | 87 | -3.3 | -1 | 2 | -14 | -18 | 8
CCOc1ccc(NC(=O)CSc2ccc(-c3ccccn3)nn2)cc1 | 2 | 1 | 83 | 79 | 1.3 | -13 | 2 | 2 | -31 | nt
CC1=NN(c2ccc(C)c(C)c2)C(=O)/C1=C/c1ccc2c(c1)n(C)c(=O)n2C | 20 | 10 | 69 | 72 | -3.2 | nt | 1 | -5 | -44 | -22
Cc1onc(-c2ccccc2Cl)c1C(=O)OCC(=O)N1CCCc2ccccc21 | 9 | -5 | 95 | 86 | -1.7 | -1 | 3 | 13 | -53 | -11
O=S1(=O)CCC(NC(=S)NCCNC(=S)NC2CCS(=O)(=O)C2)C1 (stereo not given) | 28* | 1 | 93 | 89 | -1.8 | -6 | 5 | 0 | -1 | nt
COc1ccc(C(=O)NCc2nnc(SCC(=O)Nc3cccc(C(F)(F)F)c3)o2)cc1OC | 29 | -11 | 99 | 95 | -0.2 | 2 | 1 | -4 | -74 | 4
O=c1oc(-c2ccccc2NS(=O)(=O)c2ccc3ccccc3c2)nc2ccccc12 | 39 | -4 | 89 | 90 | -3.7 | -9 | 4 | -11 | -24 | 32
Cc1cc(C)nc(SCc2ccc(C(=O)N/N=C/C3CCCCC3)cc2)n1 | 12 | -1 | 98 | 99 | -0.3 | 0 | 3 | -1 | -31 | nt
CN1CCN(C(c2ccc(F)cc2)c2nnnn2Cc2cccs2)CC1 (stereo not given) | 8 | -6 | 83 | 94 | -1.4 | -2 | 1 | 0 | 5 | 57*
CCOC(=O)/C(C#N)=C/c1cn(CCC(=O)O)nc1-c1ccccc1 | 12 | -2 | 99 | 104 | -0.5 | -14 | 2 | 1 | 6 | 11
CC(=O)NC1=C(NC2CCS(=O)(=O)C2)C(=O)c2ccccc2C1=O (stereo not given) | 19 | -2 | 45 | 47 | -3.5 | -15 | 0 | 7 | -18 | 8
CC(C)N(O)C(=O)NC(C)(C)C | 3 | -12 | 92 | 91 | -1.2 | 0 | 2 | -3 | -38 | 13
CCOc1cc(/C=C2\NC(=S)N(c3c(C)n(C)n(-c4ccccc4)c3=O)C2=O)ccc1O | 10 | -6 | 103 | 94 | -1.0 | -12 | 3 | 7 | 4 | nt
CC1CCN(CCNC(=O)C2CCCN(S(=O)(=O)c3cccc4nonc34)C2)CC1 (stereo not given) | 2 | -9 | 65 | 78 | -1.1 | 0 | 4 | -15 | -23 | 8
CCn1c(-c2ccccc2Cl)nn(CC(=O)Nc2ccccc2C)c1=S | 16 | -4 | 95 | 87 | -1.5 | 2 | 2 | 4 | -7 | -48
O=c1oc2ccccc2cc1-c1csc(Cc2nc(-c3ccc(Cl)cc3)cs2)n1 | 7 | 0 | 47 | 65 | 2.6 | -9 | 2 | -4 | -14 | nt
CCn1c(CNC(=O)COc2ccc(C(C)C)cc2)nnc1SCC(=O)Nc1cc(F)ccc1C | 8 | -15 | 32 | 53 | 0.4 | nt | -3 | -9 | -5 | -66

In the list so far, 5 contain fluorine.
SMILES | Measles CPE | Yeast life ext | bCat KO growth | PTEN del growth | MRP1 act | Phagocyt inh | NPY-Y2 antag | GALR2 antag | BB579 growth dn | E-sel TNF inh
Cc1ccc(F)cc1NC(=O)Cc1nn(C)c(=O)c2ccccc12 | 5 | -8 | 47 | 58 | -0.7 | nt | 4 | 39* | -18 | -15
O=C1c2cccc(OCc3ccc(F)cc3)c2CCN1Cc1ccc(F)cc1 | 5 | -1 | 98 | 109 | 5.6* | -4 | 10 | 4 | -30 | -10
COc1ccc(C(=O)NCc2nnc(SCC(=O)Nc3cccc(C(F)(F)F)c3)o2)cc1OC | 29 | -11 | 99 | 95 | -0.2 | 2 | 1 | -4 | -74 | 4
CN1CCN(C(c2ccc(F)cc2)c2nnnn2Cc2cccs2)CC1 (stereo not given) | 8 | -6 | 83 | 94 | -1.4 | -2 | 1 | 0 | 5 | 57*
CCn1c(CNC(=O)COc2ccc(C(C)C)cc2)nnc1SCC(=O)Nc1cc(F)ccc1C | 8 | -15 | 32 | 53 | 0.4 | nt | -3 | -9 | -5 | -66

Assay outcomes: PubChem BioAssay, several laboratories
